ATXN2 expr inh: reduces ATXN2 reporter expression in HEK-293 cells; HEK-293 ATXN2-luciferase reporter, luminescence, 24 h; Potency, µM (doses to about 57 µM), for inactives: at the highest dose activity change, negative = inhibition, actives largely listed as inhibitors; 360,000 compounds, 0.72% hits; also: potency is read from the fitted curve at half-maximal effect; % is scaled to controls: 0 for no effect and ±100 for the full control effect; nearly all actives have a fitted effect of over 55% in size
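qHTS (up to 57 uM final) was run with 24 h compound exposure of reporter cells at 37 °C. Each well was multiplexed: SteadyGlo luminescence measured ATXN2-luciferase expression after a fluorogenic Gly-Phe-AFC viability readout (25 uM final).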
KB-V1 MDR tox: KB-V1 MDR subline cytotoxicity; KB-V1 MDR cells viability, CellTiter-Glo, 72 h; Potency, µM (top dose mostly 46.1 µM), inactives show top-dose activity change, negative = cytotoxicity, actives largely listed as cytotoxic; 400,000 compounds, 3.4% hits; AID 1347076; also: potency is read from the fitted curve at half-maximal effect; % is scaled to controls: 0 for no effect and ±100 for the full control effect; nearly all actives have a fitted effect of over 60% in size
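KB-V1 MDR subline cells in DMEM (phenol-red free, 10% FBS) exposed to compounds in qHTS concentration series for 72 h at 37 degrees C. Viability read by CellTiter-Glo luminescence; concentration-effect curves fitted after normalization and correction.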
MCF10A rerep: inducers of DNA re-replication in MCF 10A breast cells. MCF 10A DNA re-replication, Hoechst nuclear intensity, 48 h. Potency, µM (titrated, usually from 46.1 µM), without a hit: top-dose activity, positive = re-replication, most hits filed as activators. 350,000 compounds, 2.9% hits. AID 624296; also: potency is read from the fitted curve at half-maximal effect; % of control where 0% means no effect; nearly all actives have a fitted effect of over 50% in size
HT1080-NT tox: kills 2HG-producing HT-1080-NT fibrosarcoma cells | HT-1080-NT fibrosarcoma viability, CellTiter-Glo ATP luminescence, 48 h | Potency, µM (titrated, usually from 46.1 µM), for inactives: at the highest dose activity, negative = less viability, usual class: cytotoxic | 360,000 compounds, 1.6% hits | AID 686970;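 also: NT is the 2HG producing partner of a matched IDH1 knockdown line; potency is read from the fitted curve at half-maximal effect; 0% = DMSO-treated cells and -100% = media-only wells without cells; nearly all actives have a fitted effect of over 55% in size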
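Viability by CellTiter-Glo luminescence after 48 h compound exposure at 37C of HT-1080-NT cells (750/well, RPMI, 5% FBS). % activity scaled between DMSO wells and medium-only wells, then curve-fitted and categorized by curve class.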
HT1080 IDH1KD tx: HT-1080 IDH1 knockdown cell toxicity (counter line); HT-1080 IDH1 knockdown viability, ATP luminescence, 48 h; Potency, µM (titrated, usually from 46.1 µM), for the others: at the highest dose activity, negative = toxicity, most hits filed as cytotoxic; 360,000 compounds, 2% hits; AID 686971;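 also: potency is read from the fitted curve at half-maximal effect; 0% = DMSO wells and -100% = cell-free medium wells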
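Assay cells: HT-1080 with IDH1 knockdown, 750 per well, RPMI/5% FBS. Exposure: 48 h at 37 °C following 2 h pre-incubation. Read: CellTiter-Glo luminescence; fitted concentration-response, curve class assigned.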
WRN helicase inh: WRN helicase (human) inhibition; AID 651768; 360,000 compounds, 0.46% hits; Q14191; WRN helicase unwinding, fluorescent forked duplex, kinetic; Potency, µM (titrated, usually from 114 µM), without a hit: at the top dose activity change, negative = inhibition, hits mostly inhibitors; also: potency is read from the fitted curve at half-maximal effect; % is scaled to controls: 0 for no effect and ±100 for the full control effect; nearly all actives have a fitted effect of over 55% in size
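WRN at 20 nM final preincubated with compound 15 min at room temperature; reaction started with 100 nM fluorophore/quencher forked duplex oligonucleotide and 2 mM ATP final. Unwinding followed kinetically by red fluorescence (ex 525, em 598 nm).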
KB-3-1 cytotox: KB-3-1 parental cell cytotoxicity. KB-3-1 viability, CellTiter-Glo ATP luminescence, 72 h. Potency, µM (series often up to 46.1 µM), without a hit: at the highest dose activity change, negative = cytotoxic, usual class: cytotoxic. 400,000 compounds, 1.4% hits; also: potency is read from the fitted curve at half-maximal effect; % is scaled to controls: 0 for no effect and ±100 for the full control effect; nearly all actives have a fitted effect of over 60% in size
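Cytotoxicity in the drug-sensitive parental line KB-3-1 was scored as loss of CellTiter-Glo luminescence following 72 h incubation with compound. Values come from curve fitting of normalized concentration-response data.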
SW480 rerep: DNA re-replication induction in SW480 cells; 340,000 compounds, 1.8% hits; AID 624297; SW480 DNA re-replication, Hoechst DNA content imaging, 48 h; Potency, µM (series often up to 46.1 µM), for inactives: at the top dose re-replication activation, hits mostly activators; also: potency is read from the fitted curve at half-maximal effect; % of control where 0% means no effect; nearly all actives have a fitted effect of over 55% in size
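Cells (250 per well) received 23 nL compound or DMSO by pin tool and were kept 48 hr at 37 C, 5% CO2. Nuclei were then stained with Hoechst for 40 min and scanned for DNA content.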
IL-1B inflam inh: blocks inflammasome-driven IL-1 beta release; THP-1 LPS/ATP IL-1B secretion, AlphaLISA, 16 h; hits give low values; activity change, % at 57.5 µM; AID 743279; 360,000 compounds, 4.7% hits; in the data active = activity change below about -50%; inconclusive = mostly about -30% to -49%; also: % is scaled to controls: 0 for no effect and ±100 for the full control effect
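THP-1 cells pretreated 1 hr with compounds (up to 57.5 uM final), then stimulated with LPS (250 ng/mL final) plus ATP (1.25 mM final); secreted IL-1B measured by AlphaLISA after 16 hr, decreased signal indicating inhibition.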
Numbers without * were called inactive; ? = inconclusive; nt = no result given; & = joins results of further samples; [ ] = dose if it differs, or a comment. Unless noted, calls follow the shape of the dose curve; as a rule, active = well fitted curve in the direction sought with a large enough effect; inconclusive = small, poorly fitted or top-dose-only effect, or another doubt; inactive = no such curve, though single readings can be large; an effect the other way counts as inactive or inconclusive. A portion of the library. The share of hits here may be higher or lower than overall.

Sequence of screens: ATXN2 expr inh	KB-V1 MDR tox	MCF10A rerep	HT1080-NT tox	HT1080 IDH1KD tx	WRN helicase inh	KB-3-1 cytotox	SW480 rerep	IL-1B inflam inh
Nc1nnc(P(c2ccccc2)c2ccccc2)s1
 : nt	0%	-5%	2%	0%	-3%	3%	4%	-2
O=C1NC(=O)C(=Cc2csc3ccccc23)C(=O)N1
 : nt	-13%	1%	0%	0%	-18%	-28%	0%	-21
OC(CN1CCCCC1)c1c[nH]c2ccccc12 (stereo unspecified)
 : -8%	-1%	4%	-9%	-15%	1%	-10%	-2%	-14
CN1C(=O)C(Cc2cccs2)C(=O)N(C)C1=O
 : -6%	5%	-6%	20%	9%	-1%	10%	7%	20
C=CCn1c(O)c(C(CC)=NCc2cc(OC)cc(OC)c2)c(=O)[nH]c1=O
 : -8%	?	?	23µM*	23µM*	-4%	?	2%	76
Cc1nccc2c1[nH]c1ccc(Br)cc12
 : -14%	?	53%	-21%	-20%	-10%	-10%	-2%	-19
CCC(=NCCc1ccccc1)c1c(O)n(C2CCCCC2)c(=O)[nH]c1=O
 : -25%	?	429%[0.0737 µM]	-16%	-24%	-1%	?	-13%	-20
CCC(=NCCCN(CC)CC)c1c(O)n(-c2ccccc2)c(=O)[nH]c1=O
 : 20%	-28%	1%	12%	2%	-7%	-14%	0%	-12
CC(C)c1oc(=O)cc2c1[C@@H](O)[C@H]1OC(=O)[C@@]3(C)C[C@@H](O)[C@@H](O)[C@@]2(C)C13 (stereo partly specified)
 : ?	17%	5.2µM*	?	10µM*	-7%	8.2µM*	?	-8
COc1cc(C(=O)O)cc(OC)c1OC
 : -2%	17%	?	4%	9%	13%	0%	-3%	12
CCN1CC2(COC(=O)c3ccccc3N)CCC(OC)C34C5CC6C(OC)CC(O)(C5C6OC)C(O)(C(OC)C23)C14 (stereo unspecified)
 : -10%	?	0%	6%	8%	13%	-6%	-10%	-15
COC(=O)C1=C(c2ccccc2OCc2ccccc2)C[C@@H]2CC[C@H]1N2C(=O)NCc1ccc(Cl)cc1
 : ?	0%	4%	-12%	-10%	6%	0%	-8%	-30
O=C(C1CC(=O)N(C2CCCCCCC2)C1)N1CCC2(CC1)OCCO2 (stereo unspecified)
 : 2%	5%	-3%	-3%	3%	3%	6%	-6%	20
COC(=O)CC1NC2CCCCC2NC1=O (stereo unspecified)
 : -1%	5%	4%	13%	13%	7%	0%	-5%	10
COc1ccc2c3c1OC1CC(O)C=CC31CCN(C)C2 (stereo unspecified)
 : 2%&5%	6%&-9%	-3%&-5%	0%&-3%	3%&7%	12%&0%	14%&0%	1%&-4%	5&-8
COc1ccc(C2=NCC(=O)N(CC(=O)NCc3ccco3)c3sc4c(c32)CCCC4)cc1OC
 : 8%	-17%	-8%	0%	0%	-16%	22%	-1%	-56*
CCCc1cc(=O)oc2cc(OCC(=O)N3CCN(Cc4ccc5c(c4)OCO5)CC3)ccc12
 : -24%	-6%	4%	-7%	-23%	-21%	-19%	-40%[inhibitor]	?
CC/C(=N\N1CCCCC1)c1c(O)[nH]c(=O)[nH]c1=O
 : 1%	30%	-6%	18%	4%	-16%	6%	-2%	2
CCCOc1ccc(C(C)=O)cc1Cc1c(O)[nH]c(=S)[nH]c1=O
 : -3%	0%	-3%	0%	17%	-24%	4%	-9%	14
Cc1nc2cc(C(=O)N3CCC4(CC3)OCCO4)ccc2n1-c1cccc(F)c1
 : -8%	-6%	1%	0%	0%	2%	-12%	-3%	-17
CC1CN=C(Nc2ccc(F)cc2)S1 (stereo unspecified)
 : 13%	-2%	1%	-1%	4%	-30%	0%	-4%	?
CCOC(=O)c1c(-n2c(C)cc(C=C3C(=O)NC(=O)NC3=O)c2C)sc2c1CCCC2
 : ?	?	?	9%	0%	-9%	?	29%	-15
OC1/C(=C/c2ccc(C(F)(F)F)cc2)N2CCC1CC2 (stereo unspecified)
 : 3%[11.3 µM]	?	2%	-1%	-2%	-8%	-4%	?	23
COc1ccc(CCNC(=O)c2c(N)n(CCN3CCOCC3)c3nc4ccccc4nc23)cc1OC
 : ?	?	7%	?	?	-11%	5%	-2%	?
O=C1c2cccc(N3CCNCC3)c2C2CCCCN12 (stereo unspecified)
 : -12%	1%	nt	4%	15%	0%	0%	nt	-17
O=c1[nH]c(=S)n(C2CC2)c(O)c1C=NCc1cccnc1
 : 3%	7%	-4%	2%	17%	-12%	0%	-3%	8
COc1ccc(C(CC(C)=O)c2c(O)c3ccccc3oc2=O)cc1OC (stereo unspecified)
 : nt	11%	nt	1%	1%	11%	7%	nt	-3
CCN1CCN(C(=O)COc2cc(=O)n(CC)c3ccccc23)CC1
 : 55%[activator]	12%	-180%[0.0737 µM]	-5%	-8%	-10%	-2%	-17%	-21
OCC1CN1C1CCCCC1 (stereo unspecified)
 : -7%	18%	1%	6%	5%	-32%	-3%	-6%	-20
COC(=O)C1=C(c2ccc(S(C)(=O)=O)cc2)C[C@@H]2CC[C@H]1N2C(=O)N1CCCC1
 : -6%	-6%	1%	7%	11%	5%	0%	13%	-17
COc1ccc(-n2c(-c3ccco3)nc3ccccc3c2=O)cc1
 : -16%	-11%	5%	-10%	-5%	-3%	23%	-2%	0
O=c1c2ccccc2nc(/C=C/c2ccc3c(c2)OCO3)n1-c1cccc(O)c1
 : 0%	?	?	-15%	-11%	-23%	-11%	nt	0
Cc1ccc(/C=C2\C(=O)NC(=O)N(CC3CCCO3)C2=O)s1 (stereo unspecified)
 : 14%	21%	-2%	-2%	13%	-20%	-1%	8%	-20
O=C(O)C(O)(c1ccc(Cl)cc1)C1(O)CCCC1 (stereo unspecified)
 : nt	-1%	nt	-3%	-3%	3%	-4%	nt	-20
CC(=O)OC12COC1CC(O)C1(C)C(=O)C(O)C3=C(C)C(O)CC(O)(C(OC(=O)c4ccccc4)C21)C3(C)C (stereo unspecified)
 : -15%	-12%	0.82µM*	?	?	-5%	0.52µM*	8.2µM*	34
C/C=C/C(=O)OCC(=O)Nc1ccc(OC)c(Cl)c1
 : 8%	9%	?	-12%	-1%	-6%	0%	-1%	-2
C/C=C1/CC(C)C(C)(O)C(=O)OCC2CCN3CCC(OC1=O)C23 (stereo unspecified)
 : -10%	2%	?	20%	15%	-17%	-4%	21%	0
CN1CCN(c2ccc([N+](=O)[O-])c3cccnc23)CC1
 : -5%	10%	12%	1%	-5%	-12%	4%	-3%	-12
C#CCN1CCN(c2cccc(C(F)(F)F)c2)CC1
 : -11%	9%	-2%	13%	21%	6%	0%	-16%	-4
O=C1CC(c2ccc(O)cc2)Oc2cc(O)cc(O)c21 (stereo unspecified)
 : 23%	-2%	11%&9%	-11%	13%	7%	0%	-38%&2%[inhibitor]	16
Cc1c(NS(=O)(=O)c2ccccc2)ccc([N+](=O)[O-])c1Cl
 : ?	?	21µM*	2.9µM*	?	-31%	?	3%	-23
COP(=O)(OC)C(NC(=O)/C=C/c1ccccc1)C(Cl)(Cl)Cl (stereo unspecified)
 : -9%	4%	-1%	26%	-4%	12%[57.1 µM]	11%	4%	?
C=C1C(=O)O[C@@H]2C[C@@H](C)[C@@H]3C=CC(=O)[C@@]3(C)[C@@H](OC(=O)CC(=O)O[C@H]3[C@@H]4C(=C)C(=O)O[C@@H]4C[C@@H](C)[C@@H]4C=CC(=O)[C@]43C)[C@H]12
 : 0.32µM*	0%	?	?	0.23µM*	45µM*	0%	?	0
Cn1c(O)c(C=NCCN2CCN(C(=O)Nc3ccccc3)CC2)c(=O)n(C)c1=O
 : -4%	0%	?	15%	16%	4%	0%	-42%[inhibitor]	nt
Clc1cccc(Cl)c1C1N2CCCN12 (stereo unspecified)
 : -8%	2%	3%	2%	-1%	6%	-5%	-1%	8
CC(=O)O[C@@H]1CC[C@]2(C)C3CC[C@]4(C)C(=O)[C@H](O)CC4C3[C@@H](OC(C)=O)C[C@H]2C1 (stereo partly specified)
 : 3%	-2%	2%	18%	9%	6%	0%	-2%	-2
N#Cc1ccc2nc(-c3ccc(CN4CCC(n5c(=O)[nH]c6ccccc65)CC4)cc3)c(-c3ccccc3)nc2c1
 : ?	?	nt	?	?	-5%	?	nt	-66*
CCCCCCn1c(O)c(C=Nc2c(C)n(C)n(-c3ccccc3)c2=O)c(=O)[nH]c1=O
 : 2%	15%	-6%	2%	-1%	4%	12%	3%	-3
CNC(C(=O)c1ccccc1)C(OC)c1cccc([N+](=O)[O-])c1 (stereo unspecified)
 : -8%	0%	2%	0%	3%	?	-1%	0%	-10
CN1CCN(c2c[nH]c(=O)[nH]c2=O)CC1
 : 5%	13%	-2%	2%	3%	-8%	0%	0%	-13
O=C(COC(=O)Cc1ccccc1)Nc1nnc(-c2ccccc2)o1
 : -9%	-2%	-14%	11%	9%	-2%	-3%	-85%	6
COC(=O)c1ccc(NC2=C(Cl)C(=O)OC2OC(=O)c2ccccc2)cc1 (stereo unspecified)
 : 4%[11.3 µM]	0%	?	-23%	-20%	-5%	-3%	4%	-11
Cc1cc(NC(=O)COC(=O)c2c(C)nn(Cc3ccccc3Cl)c2Cl)no1
 : -7%	11%	22%	-7%[9.24 µM]	4%	-3%	8%	-1%	9
